DNMT1 inh: human DNMT1 methyltransferase inhibitors, primary screen, biochemical, molecular beacon, fluorescence, HinP1I cleavage, uHTS | inhibition (reported as % activation of signal), % at 10 µM | hit rate 0.83% among 360,000 | AID 588458, 2011 | DNA (cytosine-5)-methyltransferase 1 (Homo sapiens), P26358; in the data active means inhibition above about 50%
LMPTP block: LMPTP phosphatase inhibitors, primary screen, biochemical, fluorescence intensity, uHTS; recombinant LMPTP-A, OMFP fluorogenic substrate; inhibition, % at 20 µM; hit rate 0.22% among 360,000;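 active means compounds that cut the enzyme signal by at least half of the control window in the single-dose screen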;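 further: plate controls were DMSO wells with enzyme plus substrate for no effect and substrate without enzyme for full effect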
Target sequence (P24666 whole entry, looked up): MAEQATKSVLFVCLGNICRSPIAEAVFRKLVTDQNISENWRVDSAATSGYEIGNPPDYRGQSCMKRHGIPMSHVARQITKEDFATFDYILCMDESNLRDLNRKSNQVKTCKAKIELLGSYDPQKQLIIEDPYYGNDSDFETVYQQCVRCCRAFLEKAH
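Material: LMPTP-A; amount: 0.625 nM enzyme; doses: single 20 µM dose; times: reaction 50 min, room temperature, dark; technique: fluorescence intensity of OMFP turnover product; benchmarks: no-enzyme and uninhibited controls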
MsrA inh: bovine MsrA enzyme inhibitors, primary screen, biochemical, absorbance, HTS; hit rate 0.75% among 360,000; purified bovine MsrA, absorbance read-out; AID 651718, 2012; inhibition, % at 15.5 µM; in the data active means inhibition above about 4.5%;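 further: 0% = vehicle wells with enzyme and 100% = reference inhibitor wells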
NRP1-CendR mod: modulators of CendR peptide binding to NRP-1, primary screen, biochemical, fluorescence polarization, uHTS; Neuropilin-1 (Homo sapiens), O14786; FAM-RPARPAR peptide binding to NRP-1; inhibition, % at 25 µM; hit rate 0.85% among 360,000;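 active means inhibition or corrected inhibition above about 18%, plus a signal ratio from 0.5 to 1.5, limit read from the data, passing the limit was not always enough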; further: strong numbers were not always called active
Scp-1 inhibitor: Scp-1 phosphatase inhibitors, primary screen, biochemical, colorimetric, uHTS | Recombinant Scp1, phosphopeptide, malachite green phosphate absorbance | Carboxy-terminal domain RNA polymerase II polypeptide A small phosphatase 1 (Homo … | inhibition, % at 20 µM | hit rate 0.88% among 340,000 | AID 493091, 2011;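 active means inhibition above about 50% at 20 µM, limit read from the data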;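 further: plate controls were DMSO wells with enzyme for no effect and wells lacking enzyme for full effect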
Target sequence (Q9GZU7 76-261 limits assumed): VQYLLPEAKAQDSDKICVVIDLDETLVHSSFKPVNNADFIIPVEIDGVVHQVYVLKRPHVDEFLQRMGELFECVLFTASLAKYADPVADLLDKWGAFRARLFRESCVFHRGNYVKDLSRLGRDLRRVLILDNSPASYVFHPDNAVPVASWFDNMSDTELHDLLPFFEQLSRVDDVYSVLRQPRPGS
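System: truncated SCP-1 phosphatase (76-261aa); medium: Tris acetate buffer pH 5.5 with MgCl2 and Tween-20; incubation: 45 min room-temperature reaction, 5 min colour, 30 min stabiliser; compound: single 20 µM dose, 1% DMSO; reagent: Phosphorylated 17-residue peptide substrate; read-out: % inhibition at 20 µM; technique: colorimetric free-phosphate detection, absorbance 630 nm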
Tb MetRS inh: T. brucei MetRS inhibitors, primary screen, biochemical, luminescence; inhibition, % at 11.9 µM; methionyl-tRNA synthetase (Trypanosoma brucei brucei); hit rate 0.4% among 360,000; purified T. brucei MetRS, ATP depletion, Kinase-Glo luminescence;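 active means inhibition above a per-plate cutoff of the control wells' mean inhibition plus 3 SD, cut at about 5.5% in these data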;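 further: 0% = DMSO wells median and 100% = median of wells with control inhibitor compound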
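Material: T. brucei methionyl-tRNA synthetase, purified; reagent: substrates ATP, L-methionine and bulk Escherichia coli tRNA; dosing: 11.9 µM single point; timing: 15 min plus 2 h at 25 °C; detection: luminescence of leftover ATP; evaluation: % inhibition; control set: DMSO-only wells as low control; replicates: singlicate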
eLon inh: inhibitors of E. coli Lon protease, primary screen, biochemical, fluorescence polarization; P0A9M0; purified E. coli Lon protease; inhibition, % at 7.94 µM; hit rate 0.42% among 360,000; in the data active means inhibition above about 13%, passing the limit was not always enough;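 further: 0% = enzyme with probe and DMSO and 100% = no enzyme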
bovine MsrA act: bovine MsrA enzyme activators, primary screen, biochemical, absorbance, HTS | purified bovine MsrA, absorbance read-out | activation, % at 10.6 µM | hit rate 0.3% among 360,000; in the data active means activation above about 7.5%;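 further: 0% = vehicle and 100% = reference activator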
SUMO1 PPI mod: modulators of SUMO1 protein-protein interactions, primary screen, biochemical, uHTS; Small ubiquitin-related modifier 1 (Homo sapiens), P63165; SUMO1 binding to a labelled peptide, TR-FRET, 1 h; inhibition, % at 20 µM; hit rate 0.33% among 360,000; AID 602429, 2012; in the data active means inhibition above about 37%
Target sequence (P63165 whole entry, looked up): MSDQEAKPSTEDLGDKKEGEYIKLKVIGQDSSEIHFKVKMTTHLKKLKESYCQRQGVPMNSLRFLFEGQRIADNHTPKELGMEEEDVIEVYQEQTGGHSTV
STEP block: STEP phosphatase inhibitors, primary screen, biochemical, fluorescence intensity, uHTS. Tyrosine-protein phosphatase non-receptor type 5 (Homo sapiens), P54829. recombinant STEP, OMFP fluorogenic substrate. inhibition, % at 20 µM. hit rate 0.25% among 360,000. AID 588621, 2011;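 active means inhibition at 20 µM, scaled per plate between control wells, above about 37%, limit read from the data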;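 further: 0% = DMSO with enzyme and substrate and 100% = substrate only without enzyme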
Target sequence (P54829 whole entry, looked up): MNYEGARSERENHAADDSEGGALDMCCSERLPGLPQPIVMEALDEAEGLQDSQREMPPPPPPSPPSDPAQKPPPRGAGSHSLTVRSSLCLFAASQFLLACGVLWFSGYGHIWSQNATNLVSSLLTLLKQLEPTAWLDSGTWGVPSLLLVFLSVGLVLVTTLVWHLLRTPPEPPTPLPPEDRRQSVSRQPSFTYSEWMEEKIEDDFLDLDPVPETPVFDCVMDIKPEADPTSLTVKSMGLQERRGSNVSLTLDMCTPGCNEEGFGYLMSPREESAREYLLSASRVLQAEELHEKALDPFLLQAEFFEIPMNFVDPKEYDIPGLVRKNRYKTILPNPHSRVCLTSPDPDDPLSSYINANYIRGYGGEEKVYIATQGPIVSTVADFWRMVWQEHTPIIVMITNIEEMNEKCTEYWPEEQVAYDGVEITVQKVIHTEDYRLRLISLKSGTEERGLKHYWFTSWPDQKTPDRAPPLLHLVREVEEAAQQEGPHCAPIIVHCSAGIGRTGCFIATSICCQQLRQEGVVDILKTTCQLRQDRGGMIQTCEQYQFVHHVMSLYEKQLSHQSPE
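Assay system: isolated STEP enzyme. Buffer or medium: pH 6.0 Bis-Tris with DTT and Tween 20. Also added: fluorogenic phosphatase substrate OMFP at 25 µM final. Dosing: 20 µM, 1% DMSO. Timing: 20 min reaction, room temperature, in the dark. Measured by: fluorescence intensity, excitation 480 nm, emission 540 nm. Evaluation: normalized % inhibition.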
An asterisk follows results filed as active; x = no result given. Compounds as they come, and some 4.3% of all compounds hit somewhere here.

Start of the data: the first 4 compounds (preview)
SMILES	DNMT1 inh	LMPTP block	MsrA inh	NRP1-CendR mod	Scp-1 inhibitor	Tb MetRS inh	eLon inh	bovine MsrA act	SUMO1 PPI mod	STEP block
CC(=O)C1=C(O)C(=O)N(c2cc(C(C)(C)C)on2)C1c1ccc(C(C)C)cc1 (centres undefined)	12	2.6	x	6	-8	-0.1	-9	-4	-3	2
CCOC(=O)CN1N=C(/C=C/c2ccc(OCC)cc2)CCC1=O	-3	-1.6	7.2*	-2	5	-0.2	-3	-6	-16	-1
O=C(NCC(c1cccs1)N1CCOCC1)c1cn(-c2ccccc2)nc1-c1ccc(Cl)cc1 (centres undefined)	-6	4.7	-1.7	4	0	-0.5	2	-2	2	-1
CCN1CCN(c2cc(C)c3cc(NC(=S)N4CCCCC4)ccc3n2)CC1	-9	6.5	2.1	14	1	0.0	-3	-9	-14	7

The list itself (from the top)
SMILES	DNMT1 inh	LMPTP block	MsrA inh	NRP1-CendR mod	Scp-1 inhibitor	Tb MetRS inh	eLon inh	bovine MsrA act	SUMO1 PPI mod	STEP block
CC(=O)C1=C(O)C(=O)N(c2cc(C(C)(C)C)on2)C1c1ccc(C(C)C)cc1 (centres undefined)	12	2.6	x	6	-8	-0.1	-9	-4	-3	2
CCOC(=O)CN1N=C(/C=C/c2ccc(OCC)cc2)CCC1=O	-3	-1.6	7.2*	-2	5	-0.2	-3	-6	-16	-1
O=C(NCC(c1cccs1)N1CCOCC1)c1cn(-c2ccccc2)nc1-c1ccc(Cl)cc1 (centres undefined)	-6	4.7	-1.7	4	0	-0.5	2	-2	2	-1
CCN1CCN(c2cc(C)c3cc(NC(=S)N4CCCCC4)ccc3n2)CC1	-9	6.5	2.1	14	1	0.0	-3	-9	-14	7
Cn1c(SCC(=O)Nc2ccccc2F)nnc1-c1cccs1	1	0.3	0.5	-1	2	-0.6	15	-1	-1	-1
O=C(NCc1ccc(F)cc1)C1CC(=O)N(C2CCCC2)C1 (centres undefined)	1	-1.1	0.6	8	-10	0.0	-11	-3	7	-2
CC(OC(=O)C1=COCCO1)C(=O)NC1CCCCC1 (centres undefined)	-1	-0.1	0.2	2	x	-0.3	-7	-8	-1	-3
Cc1ccc(S(=O)(=O)Nc2ccc3[nH]ccc3c2)cc1	-9	0.4	1.7	1	-8	-0.2	5	-1	1	3
CCN1C(=O)/C(=C\C(=O)c2cccs2)c2cc(Br)ccc21	-2	3.9	1.5	-1	-7	0.2	2	-1	2	-1
COC(=O)Nc1nnc(Cc2ccc(Cl)cc2)s1	0	0.0	0.6	2	-15	-0.4	-16	-5	1	2
CC(=O)c1cccc(NC(=O)CCNC(=O)c2ccccc2Cl)c1	0	-1.3	0.1	-4	-9	2.6	-2	-4	-3	-1
Cc1ccc(S(=O)(=O)NC(CC(=O)NCC2CCCO2)c2ccccc2)cc1 (centres undefined)	2	0.3	-0.1	18	5	-0.5	3	-2	0	-2
COc1ccc(S(=O)(=O)NCc2ccc(C(=O)NCCCN3CC(C)CC(C)C3)cc2)cc1 (centres undefined)	-1	-0.6	0.2	-14	-7	0.1	4	-1	2	2
COc1cccc(CNS(=O)(=O)c2cn(C)cn2)c1	-4	-0.2	0.5	12	11	-1.8	5	-4	-1	-4
Cc1cc(N2CCN(c3ccccc3)CC2)nc(N)n1	2	2.4	-1.6	-13	-13	0.1	2	0	2	1
O=C(O)CC(NC(=O)Nc1ccccc1)c1ccc(OC2CCCC2)cc1 (centres undefined)	-2	0.0	-0.5	0	-6	-0.2	-13	-4	-2	2
Cc1ccc(-n2c(SCC(=O)Nc3ccc4c5c(cccc35)CC4)nc(O)cc2=O)cc1	4	-0.3	-1.0	-15	1	-0.3	-10	-4	0	-2
COc1cccc(NC(=O)CN(C)C(=O)CSCc2nc3scc(-c4cccs4)c3c(=O)[nH]2)c1	3	1.3	0.9	-13	-4	-0.2	-10	-5	0	-1
COc1ccccc1NC(=O)C[n+]1ccccc1	-1	-0.2	2.3	0	-8	-0.3	-10	-4	3	0
O=C(COC(=O)c1ccc(S(=O)(=O)NCc2ccco2)cc1)NC1CCCCC1	2	-0.7	0.3	2	5	-0.9	-1	-8	0	-10
CCOc1cc(N2CCOCC2)c(OCC)cc1NC(=O)Cc1cccc2ccccc12	-8	1.5	-1.0	-1	1	-0.1	-4	-1	-2	3
COc1cc(S(=O)(=O)N2CCCCC2)ccc1NC(=O)c1ccccc1Cl	-2	-0.2	-1.1	0	-1	-0.8	-3	-3	-6	2
Cc1ccc(C2(O)CN(c3ccccc3C)C3=[N+]2CCS3)cc1 (centres undefined)	0	-3.3	1.6	0	-1	-0.8	-11	0	-5	2
O=C(CCc1nc(-c2ccc(F)cc2)no1)NCc1ccccc1CN1CCOCC1	1	0.3	2.3	4	2	-0.3	3	-8	0	1
CCOc1ccc(NC(=O)CSc2nc3ccccc3nc2N2CCOCC2)cc1	3	0.6	0.8	5	-9	-0.3	-4	-3	-4	0
CCOC(=O)C1=CCC(c2ccc(CC)cc2)N(S(=O)(=O)c2ccc(C)cc2)C1 (centres undefined)	5	2.9	1.0	20	x	-0.1	3	-3	8	5
O=C(NCc1ccccc1)c1ccc(F)c(F)c1	5	0.4	-0.3	6	1	-1.0	4	-15	3	-1
O=C(CN1C(=O)c2ccccc2C1=O)OCC(=O)c1ccccc1	3	-0.3	-0.7	-15	1	0.1	-1	-3	-7	2
COc1ccccc1OCC(=O)Nc1ccccc1C(=O)NCc1ccco1	-2	-1.5	0.8	-4	-5	-0.6	6	7	2	-1
CC(=C/c1ccccc1)/C=C1/SC(N2CCOCC2)=NC1=O	1	-1.1	4.3	5	-7	-0.6	3	-8	-11	-3
CCOC(=O)C1CCN(CCCSc2ccc(C)cc2)CC1	0	-0.1	0.3	4	0	-0.7	5	0	0	0
Cc1ccc(C2C3=C(CCCC3=O)Nc3[nH]c(=S)[nH]c(=O)c32)cc1 (centres undefined)	-3	-1.6	0.5	-14	13	0.3	2	1	8	-3
O=C(c1ccccc1NS(=O)(=O)c1cccc(C(F)(F)F)c1)N1CCc2ccccc21	5	-0.3	-0.3	-12	-11	0.2	1	0	3	-2
COc1ccccc1C(=O)COC(=O)c1nc(Cl)ccc1Cl	-1	-1.3	-0.1	11	-8	-0.4	4	-4	3	2
COc1ccc(C(=O)CSc2nncn2C)cc1	3	-2.1	0.1	6	-10	-1.4	-3	-2	-3	-6
O=C(O)c1cc2ccccc2cc1Nc1ccccc1	6	3.3	1.2	-15	-9	-1.0	-2	-10	-13	-2
COc1cc(CC2COC(=O)C2(O)Cc2ccc(O)c(OC)c2)ccc1O (centres undefined)	0	-0.4	1.1	1	-10	1.7	-7	1	-1	3
COc1cccc(CNC(=O)CCCn2nc(C)n3c(cc4sccc43)c2=O)c1	3	1.0	0.1	-6	-6	0.3	1	-3	-2	0
COc1ccc(NC(=O)c2scc(S(=O)(=O)C(C)C)c2N)cc1	-1	-0.7	0.7	3	-8	-0.6	-1	-7	-3	-2
CN(CCCNC(=O)CCc1cn(C)c2ccccc12)C1CCCCC1	-2	-1.1	-0.2	-3	-16	0.0	-1	-1	-4	1
CCOC(=O)COc1ccc2c(c1)c(C(=O)OCC)c(C)n2CC	-1	-0.6	0.2	4	-11	-1.1	-2	-7	0	1
CN(C)C(=O)CCCCCCCCC(=O)N(C)C	0	-3.3	-1.1	-5	0	0.0	9	-2	1	-1
CCOC(=O)C=C(OC(=O)c1ccc(OC)cc1)c1ccccc1	0	1.2	0.6	-3	0	-0.3	-23	-11	-2	-7
CC(C)(C)OC(=O)N1CCC2(CC1)C(C#N)=C(N)OC1=C2C(=O)CCC1	3	-0.5	0.7	2	-2	0.1	9	0	-1	2
O=C(Nc1cnccn1)c1cccnc1	-1	-1.3	0.3	-8	-6	0.4	6	-5	1	-1

Looked up above:
COc1cccc(CNC(=O)CCCn2nc(C)n3c(cc4sccc43)c2=O)c1 in MsrA inh = 0.1
COc1cc(CC2COC(=O)C2(O)Cc2ccc(O)c(OC)c2)ccc1O (centres undefined) in LMPTP block = -0.4
O=C(Nc1cnccn1)c1cccnc1 in NRP1-CendR mod = -8

The list goes on.
SMILES	DNMT1 inh	LMPTP block	MsrA inh	NRP1-CendR mod	Scp-1 inhibitor	Tb MetRS inh	eLon inh	bovine MsrA act	SUMO1 PPI mod	STEP block
CC1CCCCC1NC(=O)c1ccc(S(=O)(=O)N2CCN(C)CC2)cc1 (centres undefined)	1	-0.9	-0.1	0	-12	0.3	-4	-3	-1	-3
CSC1=NCCN1C(=O)c1cccc(C(F)(F)F)c1	-1	-2.0	0.6	-7	-8	-0.2	0	1	0	-1
CCNC(=O)C(=O)NCCc1ccc(Cl)cc1	1	-1.4	-0.1	-2	-1	0.6	3	-7	0	-5
CN(Cc1ccccc1)S(=O)(=O)c1nnc(NC(=O)c2ccccc2F)s1	3	0.4	2.7	-2	-5	0.5	-3	-5	8	-2
COc1ccc(N2CCN(C(=O)COC(=O)CCOc3ccc(C)cc3)CC2)cc1	14	-1.6	-0.5	10	-7	-0.4	2	1	12	1
COc1cccc(N(CC(=O)Nc2cccc(C(C)=O)c2)S(C)(=O)=O)c1	-1	-2.0	0.3	-4	-13	0.0	5	-1	-3	6
CCCCOc1ccccc1NC(=O)C=C(C)C	7	-0.4	1.8	6	-3	-0.4	-8	-2	0	-2
COc1cc(NC(=O)NCC2CCN(Cc3ccccc3Cl)CC2)cc(OC)c1OC	-4	0.0	0.1	10	0	-0.3	10	0	0	0
COC(=O)c1sc(NC(=O)CC(C)C)c(C(=O)OC)c1C	1	0.9	0.1	-11	-10	-0.8	-1	-2	1	2
Cc1ccccc1OCC(O)Cn1c(NCc2ccccc2)nc2c1c(=O)[nH]c(=O)n2C (centres undefined)	8	-0.7	-0.2	5	-2	0.1	1	-8	-2	1
COc1cc(C(C[N+](=O)[O-])c2c(C)cc3ccccn23)ccc1O (centres undefined)	-23	2.7	-0.6	-1	-5	0.1	-4	-4	-10	1
Cc1no[n+]([O-])c1COc1ccccc1/C=N/n1nnnc1N	7	-0.5	1.3	10	2	-0.8	-2	-10	-2	-1
CN1CCc2nc(SCC(=O)Nc3ccc(OC(F)(F)F)cc3)c(C#N)c(-c3cccs3)c2C1	-24	0.6	0.4	-26	6	0.1	-38	5	5	-2
